MEKK2wt PB1 HTS = raises or lowers MEK5 binding to wildtype human MEKK2 PB1 domain; bead flow cytometry, Alexa488-MEK5 binding to MEKK2 WT; actives lie on both sides; 290,000 tested, 1.1% active; binding response (% of control), % at 10 µM; in the data active = binding response below about 67% or above about 130%
NALP1 yeast inh = NALP1 inhibition; S. cerevisiae NALP1/ASC/caspase-1 growth, X-gal OD620, 72 h; inhibition, % at 10 µM; 280,000 tested, 0.61% active; in the data active = inhibition mostly above about 24%, no sharp cut-off; inactive = mostly below about 32%; also: some compounds called inactive have numbers as strong as hits
M18AAP inhibitor = blocks P. falciparum M18 aspartyl aminopeptidase. 290,000 tested, 1.2% active. inhibition, % at 7.35 µM. recombinant PfM18AAP, H-Glu-NHMec fluorogenic cleavage. AID 1822;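 active = inhibition above the campaign mean inhibition over all tested compounds plus 3 SD, cut at about 28% in these data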;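 also: 0% = plate median of test compound wells and 100% = 2 mM ZnCl2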
MEKK3 PB1 HTS = MEKK3-MEK5 PB1 interaction, increase or decrease; bead-based flow cytometry, Alexa488-MEK5 binding to MEKK3; actives lie on both sides; 0 = blocked by unlabeled MEK5, 100 = vehicle; binding response (% of control), % at 10 µM; 290,000 tested, 1.4% active;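 active = binding response more than 3 SD above or below the average of its plate-row segment, actives on both sides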;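 also: Alexa488 bead fluorescence after subtracting the streptavidin-only scavenger bead signal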
Target sequence (Q99759 whole entry, looked up): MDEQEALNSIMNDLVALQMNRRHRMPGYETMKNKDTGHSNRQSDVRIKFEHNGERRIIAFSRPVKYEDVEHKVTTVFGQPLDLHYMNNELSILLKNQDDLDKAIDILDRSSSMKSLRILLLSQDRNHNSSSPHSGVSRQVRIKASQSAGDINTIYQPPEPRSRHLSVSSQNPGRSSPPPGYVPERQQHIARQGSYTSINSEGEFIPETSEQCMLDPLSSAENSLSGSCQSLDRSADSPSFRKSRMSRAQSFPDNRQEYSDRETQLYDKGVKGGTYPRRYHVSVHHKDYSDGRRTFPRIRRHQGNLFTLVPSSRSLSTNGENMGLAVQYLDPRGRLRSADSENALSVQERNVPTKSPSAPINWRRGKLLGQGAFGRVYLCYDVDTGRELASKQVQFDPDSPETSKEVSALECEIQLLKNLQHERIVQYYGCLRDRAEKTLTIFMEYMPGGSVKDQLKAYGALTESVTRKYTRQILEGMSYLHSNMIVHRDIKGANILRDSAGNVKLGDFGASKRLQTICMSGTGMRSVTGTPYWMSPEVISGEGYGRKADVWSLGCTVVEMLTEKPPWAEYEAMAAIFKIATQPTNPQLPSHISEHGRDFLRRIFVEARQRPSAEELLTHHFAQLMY
FID counter = displaces DNA intercalator in HCV helicase counter-screen. DNA fluorescent intercalator displacement, fluorescence. inhibition, % at 7.9 µM. 290,000 tested, 0.17% active; in the data active = inhibition above about 37%;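 also: 0% = vehicle and 100% = reference compound; higher means more ethidium bromide displaced from hairpin DNA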
MEKK2mut PB1 HTS = signal of MEK5 binding to mutant human MEKK2 PB1 domain | 290,000 tested, 0.35% active | percent response, % at 10 µM | bead flow cytometry, Alexa488-MEK5 binding to MEKK2 mutant; in the data active = percent response above about 24%, passing the limit was not always enough; also: inactives centre near 1; some results filed as inactive read as strong as hits; reference of the scale not given here
OXTR ag = agonists of human oxytocin receptor | P30559 | CHO-OTR cells, Fluo-8 calcium fluorescence; normalized: DMSO 0%, oxytocin 100% | activation, % at 3 µM | 320,000 tested, 0.32% active;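 active = activation above the mean of all tested compounds plus 3 SD, cutoff set per screening run, cut at about 20% in these data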;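 also: peak over basal fluorescence ratio from a 100 s FLIPR kinetic read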
PHOSPHO1 block = PHOSPHO1 (human) inhibition; Q8TCT1; recombinant PHOSPHO1, absorbance phosphatase assay; inhibition, % at 13.3 µM; 290,000 tested, 1.1% active; in the data active = inhibition above about 60%
Target sequence (Q8TCT1 whole entry, looked up): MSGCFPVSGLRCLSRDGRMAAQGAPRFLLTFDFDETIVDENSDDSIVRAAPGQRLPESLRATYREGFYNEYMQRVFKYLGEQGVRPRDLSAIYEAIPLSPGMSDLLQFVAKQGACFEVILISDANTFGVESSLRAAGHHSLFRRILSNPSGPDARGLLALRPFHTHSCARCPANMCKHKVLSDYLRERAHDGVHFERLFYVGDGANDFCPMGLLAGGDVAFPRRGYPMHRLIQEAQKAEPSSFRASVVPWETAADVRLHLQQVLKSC
GPR7 antag = blocks human GPR7 receptor signaling | AID 1861 | GPR7-expressing cells, fluorescence antagonist assay | 290,000 tested, 1.1% active | P48145 | inhibition, % at 4.4 µM; in the data active = inhibition above about 16%, passing the limit was not always enough;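 also: cells stimulated with the agonist NPW; 0% = agonist with vehicle and 100% = vehicle without agonist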
Active calls of the source: *; . = not tested or not shown.

SMILES	MEKK2wt PB1 HTS	NALP1 yeast inh	M18AAP inhibitor	MEKK3 PB1 HTS	FID counter	MEKK2mut PB1 HTS	OXTR ag	PHOSPHO1 block	GPR7 antag
COc1ccc(CN2CCC(CNC(=O)NC3CCCCC3)CC2)cc1	102	11	1	97	13	3	0.8	5	-13
C=CCn1c(-c2ccco2)n[nH]c1=S	107	-12	1	112	-5	12	0.2	-101	-4
COc1ccc(/C=N/NC(=O)c2ccn[nH]2)cc1Cn1nc(C)c([N+](=O)[O-])c1C	104	4	6	107	-14	7	-1.5	33	-11
Cc1cc(C(F)(F)F)c(C#N)c(=O)[nH]1	113	0	6	108	-5	11	-0.7	-32	-16
COc1cc(/C=N\Nc2nc(-c3cccs3)c(NC(C)=O)s2)ccc1O	95	.	11	93	-3	2	-0.8	-2	-9
CCc1ccc(NC(=O)Nc2cc(C(=O)NCC3CCCO3)ccc2N2CC3CC(C2)c2cccc(=O)n2C3)cc1 (configuration not stated)	107	8	-3	104	-53	9	-1.5	36	-7
CCSc1nnc(NC(=O)C2CCN(S(=O)(=O)c3cc(C(F)(F)F)ccc3Cl)CC2)s1	95	28	2	97	-3	0	0.5	-2	-8
CSc1ccccc1OCc1cc(C(=O)NCCC2CCCCO2)no1 (configuration not stated)	103	4	0	103	-48	2	.	17	-3
Cc1ccc(S(=O)(=O)c2nc(S(C)(=O)=O)sc2N(C)C)cc1	105	3	-3	106	-2	4	-1.2	-34	0
Cn1nnc2c(N3CCCCC3)nccc21	106	7	2	105	5	10	-1.1	5	-10
Cc1ccc(NC(=O)C2CCC(CNC(=O)[C@@H]3Cc4ccccc4CN3)CC2)cc1 (some centres not stated)	107	27	-12	108	10	1	-0.6	33	2
COc1ccc(CCNC(=O)CN2CCC(n3nnc4cc(F)ccc43)CC2)cc1OC	.	17	-1	.	-22	.	.	-19	-3
COc1ccccc1N1CCN(C(c2cccs2)C(C)NC(=O)C(=O)N2CCCCC2)CC1 (configuration not stated)	98	22	10	101	-35	-2	0.0	44	4
CN(N)C(=S)NCc1ccccc1	116	2	-4	123*	-2	5	-1.6	25	6
Cc1ccc(C2=NS(=O)(=O)N(C)C(C(=O)Nc3ccc(F)cc3F)=C2)cc1	99	13	5	102	-11	2	1.9	18	4
COc1cc(S(=O)(=O)n2ccnc2)ccc1Br	99	9	0	95	0	0	0.3	10	-10
CCn1c(-c2csc(-c3ccccc3)n2)n[nH]c1=S	100	11	-11	103	-16	2	-2.3	60	1
CCCC1CC(C)(/C(C)=N\NC(N)=S)OC1=O (configuration not stated)	87	9	28*	95	-2	-9	0.4	53	4
CCN(CC)CCN(C(=O)c1ccc2c(c1)CCCC2)c1nc2cc(OC)c(OC)cc2s1	119	15	8	103	33	14	-1.4	29	-12
COc1cc2[nH]c(=S)nc(NC3CCCCCC3)c2cc1OC	103	3	4	102	-16	0	0.2	-16	-4

Four consecutive compounds out of the list so far:
SMILES	MEKK2wt PB1 HTS	NALP1 yeast inh	M18AAP inhibitor	MEKK3 PB1 HTS	FID counter	MEKK2mut PB1 HTS	OXTR ag	PHOSPHO1 block	GPR7 antag
COc1cc(S(=O)(=O)n2ccnc2)ccc1Br	99	9	0	95	0	0	0.3	10	-10
CCn1c(-c2csc(-c3ccccc3)n2)n[nH]c1=S	100	11	-11	103	-16	2	-2.3	60	1
CCCC1CC(C)(/C(C)=N\NC(N)=S)OC1=O (configuration not stated)	87	9	28*	95	-2	-9	0.4	53	4
CCN(CC)CCN(C(=O)c1ccc2c(c1)CCCC2)c1nc2cc(OC)c(OC)cc2s1	119	15	8	103	33	14	-1.4	29	-12

Reprinted at random: 4 compounds from above.
SMILES	MEKK2wt PB1 HTS	NALP1 yeast inh	M18AAP inhibitor	MEKK3 PB1 HTS	FID counter	MEKK2mut PB1 HTS	OXTR ag	PHOSPHO1 block	GPR7 antag
COc1cc(S(=O)(=O)n2ccnc2)ccc1Br	99	9	0	95	0	0	0.3	10	-10
Cn1nnc2c(N3CCCCC3)nccc21	106	7	2	105	5	10	-1.1	5	-10
CN(N)C(=S)NCc1ccccc1	116	2	-4	123*	-2	5	-1.6	25	6
COc1cc2[nH]c(=S)nc(NC3CCCCCC3)c2cc1OC	103	3	4	102	-16	0	0.2	-16	-4

More results follow.
SMILES	MEKK2wt PB1 HTS	NALP1 yeast inh	M18AAP inhibitor	MEKK3 PB1 HTS	FID counter	MEKK2mut PB1 HTS	OXTR ag	PHOSPHO1 block	GPR7 antag
CC(C)c1nc(SCC(=O)N2CCCC2)c2ccccc2n1	96	-8	11	100	-24	-1	-1.1	-6	-9
Cc1ccc(C2C(C#N)C(C#N)N3CCCN23)cc1 (configuration not stated)	104	12	-7	102	-2	4	2.0	-12	-3
CCN(CC)S(=O)(=O)c1ccc2c(c1)nc(SCn1nnc3ccccc3c1=O)n2CC	97	-29	2	100	-12	-3	-0.8	36	-12
CCOC(=O)c1c(NC(=O)C2CCCN(S(=O)(=O)c3ccc(C)cc3)C2)sc2c1CCCC2 (configuration not stated)	107	38	-7	141*	1	1	-0.4	-5	-7
COC(=O)CCNC(=O)c1ccc2[nH]c(C)c(C)c2c1	96	20	8	102	-14	-4	-0.2	-7	-16
CCc1cccc(C)c1NC(=S)N(CCCN1CCOCC1)Cc1cccnc1	98	0	2	98	2	-4	0.2	-5	9
Cc1ccc(C(=O)Nc2nc3ccccc3[nH]2)cc1	103	7	6	100	-10	1	1.9	36	-8
NC(=O)CC(NC(=O)c1ccc(Br)cc1)c1ccc(N2CCN(c3ccccc3)CC2)c([N+](=O)[O-])c1 (configuration not stated)	98	20	0	100	-17	-4	-0.3	-7	3
Cc1ccsc1/C=N/NC(=O)C(=O)NCC(C)C	89	15	-6	96	-2	-10	-1.6	17	2
O=C(O)c1cc(-c2ccccc2)nn1CC1CC(c2cccnc2)=NO1 (configuration not stated)	101	.	.	99	.	0	0.4	.	.
C=CCc1ccccc1OCC(O)CNC(=O)c1ccccc1C(=O)O (configuration not stated)	99	8	-14	101	-16	4	-0.1	20	8
CC(C)(C)c1cc(CP(=O)(c2ccccc2)c2ccccc2)cc(C(C)(C)C)c1O	99	15	1	104	-44	2	-2.3	29	35*
NS(=O)(=O)c1ccc(NC(=O)COC(=O)CCNC(=O)NC23CC4CC(CC(C4)C2)C3)cc1	103	7	-3	106	-16	1	1.8	55	17*
O=C(N/N=C/c1ccccc1)C1CCCN1C(=O)c1cc([N+](=O)[O-])cc([N+](=O)[O-])c1 (configuration not stated)	106	3	-4	103	-12	1	.	-7	-2
COc1cc(/C=N/Nc2ccc(Cl)c(C(=O)O)c2)ccc1OC(=O)c1ccco1	99	-7	-5	103	-23	-3	-1.4	-60	8
COc1ccc(-c2ccc(CO)o2)cc1N	95	7	6	97	0	-6	0.5	9	2
CCCC(=O)C1CCN(Cc2ccccc2)CC1	93	6	1	98	-4	-4	0.0	-51	4
CC(=O)Nc1cccc(NS(=O)(=O)c2cn(C)c(=O)n(C)c2=O)c1	97	9	-2	102	-9	-3	0.0	25	-3
Cc1ccc(C(=O)N/C(=C\c2cccc([N+](=O)[O-])c2)C(=O)OCN2C(=O)c3ccccc3C2=O)cc1	100	25	2	98	-2	-1	-1.1	5	4
S=C(NCCc1ccccc1)NC1CCCCCC1	111	22	4	113	-8	6	2.5	10	1

Whole records from above:
`CCn1c(-c2csc(-c3ccccc3)n2)n[nH]c1=S` across the screens: MEKK2wt PB1 HTS = 100; NALP1 yeast inh = 11; M18AAP inhibitor = -11; MEKK3 PB1 HTS = 103; FID counter = -16; MEKK2mut PB1 HTS = 2; OXTR ag = -2.3; PHOSPHO1 block = 60; GPR7 antag = 1
`COc1cc(/C=N/Nc2ccc(Cl)c(C(=O)O)c2)ccc1OC(=O)c1ccco1` across the screens: MEKK2wt PB1 HTS = 99; NALP1 yeast inh = -7; M18AAP inhibitor = -5; MEKK3 PB1 HTS = 103; FID counter = -23; MEKK2mut PB1 HTS = -3; OXTR ag = -1.4; PHOSPHO1 block = -60; GPR7 antag = 8

Additional results follow:
SMILES	MEKK2wt PB1 HTS	NALP1 yeast inh	M18AAP inhibitor	MEKK3 PB1 HTS	FID counter	MEKK2mut PB1 HTS	OXTR ag	PHOSPHO1 block	GPR7 antag
O=C(CCCN1C(=O)c2ccccc2C1=O)Nc1ccc(Br)cn1	98	7	-8	100	3	-1	0.3	-10	-6
COc1cc(/C=C2/SC(=S)N(Cc3ccccc3)C2=O)ccc1OCC(=O)O	81	6	5	99	-25	-1	-0.4	-2	-2
CC(=O)c1ccc(NC(=O)c2cccc(N3C(=O)c4ccccc4C3=O)c2)cc1	79	-14	19	89	-22	-16	0.3	53	-26
Nc1ccc2c(c1)OC1(CCCCC1)O2	61	0	4	55	-1	-37	.	26	1
O=C(COC(=O)/C=C/c1ccco1)Nc1ccc(F)cc1Cl	101	-2	-1	102	-9	1	-1.9	-23	-4
CCOC(=O)c1ccc(OCc2nc(-c3cccs3)no2)cc1	101	20	3	102	-16	-4	1.0	20	-8
Cc1[nH]n(-c2ccccc2)c(=O)c1C=Nc1ccc(S(=O)(=O)N=C(N)N)cc1	100	.	1	104	0	4	0.0	32	-2
C=CCN1C(=O)CSc2ccc(C(=O)N3CCC(C)CC3)cc21	102	-4	-6	102	-27	6	1.4	18	-11
CC1(C)CC(=O)C(C=NCC2CCN(C(=S)Nc3ccccc3)CC2)=C(O)C1	95	-8	-5	93	-12	-13	-0.6	32	-7
COc1cc(OC)c(S(=O)(=O)NC(C)C)cc1C(=O)O	100	0	-10	101	5	8	0.2	20	-10
CC(=O)N1C(C)c2ccccc2C(C)(C)CC12CCCCC2 (configuration not stated)	105	4	0	112	-21	-2	-2.1	-18	-4
CCN(CCO)Cc1csc2ccc(C(C)(C)C)cc12	100	29	-4	94	20	-2	1.8	-3	-1
CC(=O)Nc1ccc2c(c1)OCO2	97	-7	4	104	0	-2	1.3	-21	-10
COc1ccc(C(=O)NC2CC(C)(C)Cc3c2cnn3-c2ccccc2C)c(OC)c1OC (configuration not stated)	106	14	15	106	-43	6	-1.5	32	-4
Cc1ccc(/C(N)=N/OC(=O)c2ccc3c(c2)OCO3)cc1	94	47	-5	95	1	-1	0.5	12	-6
O=C(C1=C[C@@H](c2coc3ccccc3c2=O)C[C@@H](OCc2ccc(CO)cc2)O1)N1CCN(Cc2ccccc2)CC1	101	0	0	98	-25	5	0.0	14	-12
COc1ccccc1NC(=O)C(=O)N/N=C(\C)CC(=O)Nc1ccccn1	105	8	-2	104	-10	5	-2.2	50	-17
CC1CCN(C2=NN3C(=N)/C(=C\c4ccc(OC(=O)c5ccco5)cc4)C(=O)N=C3S2)CC1	97	0	3	99	-28	-3	-2.4	7	8
CCCN(CC1CC1)C(=O)CCc1nnc(CCc2c[nH]c3ccccc23)o1	101	19	-23	107	-34	3	1.2	-3	1
N#CC1=C(SCc2ccccc2)NC(=O)CC1c1cccc(O)c1 (configuration not stated)	95	7	15	96	-5	-3	1.1	-13	-8
CCOC(=O)C1CCN(c2c(NCCCN3CCN(Cc4ccccc4)CC3)c(=O)c2=O)CC1	100	18	3	102	4	1	0.8	5	0
O=C(c1ccc(C(F)(F)F)cc1)N1CCC(=O)N(C(CO)Cc2ccccc2)CC1 (configuration not stated)	105	.	.	107	.	0	0.6	.	.
